# Assay outcomes from PubChem BioAssay.
# NSD2 HMT inh: NSD2 (human) methyltransferase inhibition | 0.54% of 310,000 active | NSD2 peptide methylation, AlphaScreen, 120 min | AID 743445 | inhibition, % at 12.5 µM | O96028; in the data active = inhibition above about 50%
# CDK5 p35 inh: blocks human CDK5/p35 kinase activity | Recombinant CDK5/p35, ADP-Glo luminescence, 60 min | Q00535+Q15078 | 0.01% of 330,000 active | inhibition, % at 10 µM | AID 488839;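 active = highest replicate inhibition of at least 50% and at least 75% of replicates reaching 50%; inconclusive = only one of the two criteria met; inactive = both criteria failed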;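 also: plate controls were DMSO neutral control for no effect and GW8510 at 10 µM for full effect; many of its hits are not listed in these tables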
# MITF TRPM1 HTS: activators of MITF-driven TRPM1 promoter activity in SK-MEL-5 cells. SK-MEL-5 TRPM1-promoter luciferase, 24 h; % of positive control, neutral wells = 0. activation, % at 12.5 µM. 0.75% of 300,000 active. AID 588334;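 active = mean activation of at least 80% with every replicate also reaching 80%; inconclusive = mean reaches 80% but some replicate falls short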;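 also: 0% = neutral control wells and 100% = parthenolide positive control wells; values of inactives mirror those of a sister screen read the other way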
# V-ATPase pH: regulators of yeast V-ATPase proton transport. response, % at 10 µM. AID 504577. 0.37% of 350,000 active. S. cerevisiae, pHLuorin cytosolic pH fluorescence; in the data active = response mostly above about 7.3%, no sharp cut-off; inactive = mostly below about 5.4%; also: actives read high; inactives centre near 0; some compounds called inactive have numbers as strong as hits; reference of the scale not given here
# HTR5A inv ctr: counter-screen for OPRM1-OPRD1 inverse agonists: human HTR5A inverse agonism. 0.083% of 340,000 active. AID 504634. inhibition, % at 9.3 µM. HTR5A cell line, luminescence; in the data active = inhibition mostly above about 23%, no sharp cut-off; inactive = mostly below about 18%;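 also: 0% = cells with DMSO and 100% = no-cell wells with DMSO; some compounds called inactive have numbers as strong as hits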
# dFosB act: mouse delta FosB homodimer activation; activation, % at 25 µM; P13346; 0.99% of 340,000 active; AID 493131; purified delta FosB, TAMRA-CDK5 oligo fluorescence polarization; percent of positive-control signal above neutral wells;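 active = mean activation above about 17%, with every replicate also reaching it, limit read from the data, passing the limit was not always enough; inconclusive = only one of the two conditions met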;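 also: fluorescence polarization rise as delta FosB binds a TAMRA Cdk5 AP-1 oligo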
# Wnt act: activators of Wnt/beta-catenin signaling; activation, % at 9.35 µM; Wnt/beta-catenin reporter cell assay, activator, plate reader; 1.2% of 300,000 active; in the data active = activation above about 30%, passing the limit was not always enough; inconclusive = no clear call, values can overlap the other calls;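 also: 0% = neutral control wells and 100% = positive control wells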
# PvdQ acylase: blocks Pseudomonas aeruginosa PvdQ acylase activity; purified PvdQ acylase, fluorescence plate reader; inhibition, % at 10 µM; AID 488965; 0.063% of 340,000 active; in the data active = inhibition above about 30%, passing the limit was not always enough; inconclusive = no clear call, values can overlap the other calls;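 also: 0% = vehicle neutral wells and 100% = reference inhibitor wells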
# HTR5A ag: counter-screen for OPRM1-OPRD1 agonists: human HTR5A agonism | P47898 | HTR5A agonist assay, luminescence, cell-based | activation, % at 9.3 µM | 0.61% of 340,000 active | AID 504692; in the data active = activation mostly above about 9.5%, no sharp cut-off; inactive = mostly below about 7.6%;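 also: 0% = cells with vehicle only and 100% = reference agonist; strong numbers were not always called active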
# SR-BI HDL uptake: blocks mouse SR-BI lipid uptake from DiI-HDL; inhibition, % at 12.5 µM; ldlA[mSR-BI] CHO cells, DiI-HDL uptake fluorescence, 3 h; AID 488896; Q61009; 0.96% of 320,000 active;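 active = mean replicate inhibition of at least 70% and a set share of replicates each scoring 70 or more; inconclusive = meets just one of the two criteria; inactive = fails both criteria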;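 also: 0% = median of neutral control wells and 100% = median of positive control wells; values of inactives mirror those of a sister screen read the other way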
# Numbers without * were called inactive; ? = inconclusive; . = not tested or not shown.
Molecule	NSD2 HMT inh	CDK5 p35 inh	MITF TRPM1 HTS	V-ATPase pH	HTR5A inv ctr	dFosB act	Wnt act	PvdQ acylase	HTR5A ag	SR-BI HDL uptake
O=C(NCc1ccccc1)c1onc(CS(=O)(=O)c2ccccn2)c1C(=O)NCc1ccccc1	.	-7.2	0	1	6	-4	0	-7	-2	-13
CCOC(=O)N1CCN(c2cc(C)c(C(C)=O)cc2F)CC1	35	1.1	7	1	-2	1	-1	-3	1	30
O=C1C=CC(=O)N1c1cccc2cccnc12	1	0.6	4	2	1	-12	-4	-4	0	-19
COC(=O)c1ccc(NC(=O)C2CC2)o1	3	-0.4	5	0	1	4	.	-10	4	-19
CC1=C(C(=O)OCc2ccccc2)C(c2ccsc2)C(C#N)=C(N)O1 (centres undefined)	10	-0.6	1	3	9	-15	.	-12	-2	-10
CCOc1ccccc1N1CCN(C(=S)NCc2ccccc2)CC1	2	-0.7	-3	2	-14	-3	-1	4	0	31
CCOC(=O)C1=C(COC(=O)c2ccc(C)c(S(=O)(=O)N3CCOCC3)c2)NC(=O)NC1C (centres undefined)	1	-0.3	5	-4	16	-5	-4	-4	2	29
O=C(CCCc1ccccc1)Nc1nnc(C(F)(F)F)s1	0	-1.7	0	-2	-3	0	0	-2	1	-18
C=CCc1ccc(OC(=O)c2ccccc2)c(OC)c1	.	-2.1	77	-1	-6	1	-1	-18	4	-11
COc1cccc(NC(=O)NC2CCCCCCC2)c1	-3	-0.8	89*	-5	-6	-11	13	3	3	11
COc1cccc(CNC(=O)c2ccc(CS(=O)c3ccccc3)o2)c1 (centres undefined)	-2	.	4	4	-25	5	-1	-14	-2	-5
COc1cccc(N2CCN(S(=O)(=O)c3c(C)[nH]c(C)c3C(=O)N3CCCC3)CC2)c1	1	1.0	5	-1	15	-10	-2	-6	-2	-21
COc1ccc(-c2cc(=O)c3cc(O)ccc3o2)cc1	.	0.8	.	2	28	10	5	5	-3	-5
COc1cc(C(=O)COC(=O)CNC(=O)C2CCCCC2)cc(OC)c1OC	5	-0.4	-2	-60	-16	-6	0	4	4	4
Cn1cc(Cl)c(C(=O)N(Cc2ccccc2)c2ccccn2)n1	.	-1.8	-6	-2	10	1	0	-20	-4	-16
Cc1nn(CC(=O)Nc2cc(S(=O)(=O)N(C)C)ccc2Cl)c(C)c1[N+](=O)[O-]	-1	2.3	-20	2	-8	-14	.	-5	2	-18
O=C(NC(Cc1ccccc1)C(=O)N1CCc2ccccc2C1)c1ccccc1 (centres undefined)	-3	0.5	5	3	5	-7	-2	-17	-2	.
CCOc1ccc(NC(=O)/C(C#N)=C\c2ccc(N3CCCC3)c(C)c2)cc1	4	-3.1	-27	9	-8	-5	-3	-6	2	101*
CC1CCCN(C(=O)CNC(=O)Cn2ccc3ccccc3c2=O)C1 (centres undefined)	.	0.4	10	2	-21	3	-1	6	8	-27
COc1cc(/C=N/n2cnn(Cc3ccccc3Cl)c2=S)cc(OC)c1OC	0	-4.7	4	5	.	-10	-1	-2	.	-1
CC(=O)Nc1c(O)nc(SCC(=O)N2CCN(c3ccc(F)cc3)CC2)[nH]c1=O	-1	3.1	1	3	-16	-6	.	-4	6	-18
CCOC(=O)c1c(NC(=O)CC2Sc3ccc(C(F)(F)F)cc3NC2=O)sc(C)c1C (centres undefined)	.	0.0	-12	4	-1	-5	0	-10	5	-6
COc1ccc(C2C(C#N)=C(N)OC3=C2C(=O)CC(C)(C)C3)c(OC)c1OC (centres undefined)	1	0.8	11	4	-8	-9	.	-10	-3	4
COc1cc(COCC(O)CN2CCc3ccccc3C2)cc(OC)c1OC (centres undefined)	-1	-0.9	0	12	-1	-5	-2	5	0	-38
O=[N+]([O-])c1ccc(Nc2nc(N/N=C\c3ccc4c(c3)OCO4)nc(N3CCCCC3)n2)cc1	5	0.1	.	4	9	63*	-4	-12	-3	62
Cc1cc(C(=O)N/N=C/C=C/c2ccc3c(c2)OCO3)n[nH]1	-1	-1.3	18	-2	7	0	.	1	-3	10
CCOc1ccc(NS(=O)(=O)c2ccc(C(=O)NCc3cccnc3)cc2)cc1	1	0.6	-9	-3	13	-6	-3	1	-1	-29
CCCS(=O)(=O)N1CCC(C(=O)N2CCN(Cc3ccccc3)CC2)CC1	.	1.1	-5	4	-4	0	.	-11	0	-21
CC1CCCN(CCCNC(=O)c2ccc(CS(=O)(=O)c3c(Cl)cccc3Cl)o2)C1 (centres undefined)	3	-0.4	6	3	-6	-6	-1	-6	-3	-12
CCc1nnc(N/N=C/c2ccccc2Cl)n1N	-1	-0.6	25	-2	-10	-5	.	-3	0	-11
CCN(C[C@H]1N[C@@](Cc2ccccc2)(C(=O)OC)[C@H]2C(=O)N(Cc3ccccc3)C(=O)[C@@H]12)S(=O)(=O)c1ccc(OC)cc1	.	-1.3	-6	-3	-10	-7	-6	-19	3	9
CCC1CCCCN1C(=O)N[C@@H](CCSC)C(=O)OC (some centres undefined)	5	0.9	5	-1	2	-6	.	-4	-1	11
C[C@H](NC(=O)CCn1nnc2ccccc2c1=O)C(=O)O	15	-0.9	6	-3	-5	-2	-3	-8	1	-8
CCOC(=O)c1cc(=O)n2nc(-c3ccc(C)cc3)nc2s1	.	-0.4	.	-3	-45	-14	-5	6	-1	1
CCOc1ccc(C(=O)Oc2cc(C)[nH]c(=O)c2[N+](=O)[O-])cc1OCC	.	-0.2	1	-2	-7	-3	0	-8	-5	-1
Cn1c(=O)cc(OCCCC(=O)N2CCN(Cc3ccc4c(c3)OCO4)CC2)c2ccccc21	0	0.6	.	8	-10	-6	.	-4	4	-2
C=CCOc1ccc(C2c3c(oc4ccccc4c3=O)C(=O)N2CCCN2CCOCC2)cc1 (centres undefined)	-4	-0.5	15	-3	-3	-2	.	-6	1	2
COc1ccc(C(=O)Nc2cnc3ccccn3c2=O)cc1	-2	0.4	54	-1	-6	2	-1	-2	5	.
COc1ccccc1C(CNc1ncnc2sc(C)c(C)c12)N(C)C (centres undefined)	6	-1.2	-8	0	-4	0	-3	-18	2	-9
O=C(Nc1ccc2nc(-c3cccnc3)[nH]c2c1)c1ccccc1F	-3	.	30	2	-23	-1	5	-4	-2	-6
OCC1(Cc2ccccc2)CCCN(Cc2ccc3c(c2)OCCO3)C1 (centres undefined)	0	2.9	13	1	-11	-5	-1	-15	4	-17
O=C(C(Cl)c1ccccc1)N1CCOCC1 (centres undefined)	.	0.3	-1	0	14	6	-3	8	2	-20
CC(C)CCNC(=O)CN(Cc1ccc2c(c1)OCO2)C(=O)Cn1nnc(-c2cccs2)n1	-3	-4.4	-7	4	0	-6	.	-5	0	-24
CCN1CCN(C(=O)C(C)Nc2cc(Cl)c(OC)cc2OC)CC1 (centres undefined)	8	-0.2	-8	3	-4	-12	0	-4	1	9
CCc1ccc(NC(=O)C2C3/C=C\CCCCC32)cc1 (centres undefined)	0	0.0	94*	0	-21	-1	.	11	3	-24
Cc1c(C(=O)NCc2ccc3c(c2)OCO3)oc2ccc(Br)cc12	2	0.6	-3	2	-6	-10	.	-7	4	-3
Cc1cc(C)n(-c2nc3c(c(=O)[nH]c(=O)n3C)n2CC(O)COc2ccccc2C)n1 (centres undefined)	20	0.2	.	-9	-5	-4	.	2	3	-5
O=C(NC1CCCC1)C(=O)N(Cc1cccnc1)C(C(=O)NCC1CCCO1)c1ccco1 (centres undefined)	-2	-0.1	.	0	7	-4	0	-6	-2	-15
CCOC(=O)C1CCN(C(=O)CSc2ccccc2Cl)CC1	-3	-0.5	5	2	-5	-5	18	-10	2	10
CCCC(=O)NC(Nc1ccc(S(=O)(=O)Nc2cc(C)on2)cc1)(C(F)(F)F)C(F)(F)F	-1	0.9	-7	5	-21	6	-1	-4	1	-16

# (more compounds)
Molecule	NSD2 HMT inh	CDK5 p35 inh	MITF TRPM1 HTS	V-ATPase pH	HTR5A inv ctr	dFosB act	Wnt act	PvdQ acylase	HTR5A ag	SR-BI HDL uptake
CCOC(=O)N1CCN(C(=O)CSCC(=O)Nc2nc(-c3ccccc3)cs2)CC1	0	-3.5	3	-3	8	-11	.	0	4	40
Cc1c(C(c2cccc(O)c2)c2c(C)n(C)n(-c3ccccc3)c2=O)c(=O)n(-c2ccccc2)n1C	4	-5.9	6	-6	5	-1	.	-24	5	-9
O=C(CSc1nccc(-c2cccs2)n1)Nc1ccccc1	3	-1.8	.	-2	-13	-3	-2	-1	1	0
Cc1ccc(C(=O)O)cc1-n1c(=O)n(Cc2ccccc2)c(=O)c2[nH]cnc21	11	-3.0	13	1	6	-2	0	-30	-2	-17
Cc1nn(Cc2ccc(F)cc2)c(C)c1NC(=O)c1cnn2c1NC(c1ccccc1)CC2C(F)(F)F (centres undefined)	1	0.2	-22	-1	-18	4	-2	7	0	-7
CCCCOC(=O)Nc1ccc(S(=O)(=O)Nc2cc(C)nc(C)n2)cc1	.	-2.8	-10	0	-31	0	-2	-6	11	.
NC(=O)c1ccsc1NC(=O)c1ccco1	.	-3.1	35	0	-48	3	4	-8	17	-11
COc1cc(Br)cc(C2C3=C(CCCC3=O)N(c3ccc(F)cc3)C3=C2C(=O)CCC3)c1O	2	0.6	0	-3	-10	-9	-1	-6	-2	-16
O=C(NCc1cccc(F)c1)C1CCN(C(=O)c2sccc2-n2cccc2)CC1	6	-0.8	7	-1	-15	-6	.	-15	6	50
COc1cc(SC#N)ccc1N=Cc1c(C)[nH]n(-c2ccc(Cl)cc2)c1=O	0	0.5	-43	-3	-9	-5	.	-17	4	11
Cc1noc(C)c1S(=O)(=O)N1CCN(Cc2ccc3c(c2)OCO3)CC1	.	-0.3	-2	3	5	2	-3	-7	-2	4
Cc1cccc(N=C2NC(=O)/C(=C/C=C/c3ccco3)S2)c1	3	-0.3	4	0	16	-10	10	-14	0	29
C=C(C)COc1ccc(-c2n[nH]c(C)c2-c2ccc(OC)cc2)c(O)c1	4	0.2	-7	4	-16	-5	-6	-27	8	47
CC(C)OCCCNC(=O)C1CCC(CNS(=O)(=O)c2cccc3nsnc23)CC1 (centres undefined)	.	-1.8	.	-1	-20	-5	.	-14	7	0
COc1ccc(S(=O)(=O)Nc2ccc3c(c2)n(C)c(=O)n3C)cc1	0	-2.8	-5	-2	15	-8	0	-24	0	-7
O=C(c1cccc(S(=O)(=O)N2CCCC2)c1)N1CCN(c2ncccn2)CC1	-5	1.2	6	2	4	-9	-1	-8	-2	2
COc1ccc(N2CCN(S(=O)(=O)CCNC(=O)C3CC(=O)N(c4ccccc4)C3)CC2)cc1 (centres undefined)	-3	-3.2	-14	0	-5	-8	-1	-9	3	-7
Cc1ccccc1NC(=O)Cn1nnc2ccccc21	0	0.2	3	-4	-2	-2	1	3	1	7
O=C(CCS(=O)(=O)c1ccccc1)Nc1ccc(-c2nc3ccccc3s2)cc1	-1	-1.3	23	1	-9	?	-6	-9	3	28

# An unsorted share of the library (roughly 5% active in at least one column).
